# CXXC DNA block: qHTS Fluorescence Polarization Assay for Inhibitors of MLL CXXC domain - DNA interaction; Histone-lysine N-methyltransferase 2A (Homo sapiens), Q03164; MLL-CXXC / FITC-HOXA9 DNA fluorescence polarization; Potency, µM (series often up to 115 µM), for the others: at the top dose activity change, negative = inhibition, most hits filed as inhibitors; 0.037% of 290,000 active; AID 2662, 2010; active = well fitted inhibition curve with a large enough effect in the polarisation, with a control signal flat, not every such curve was filed as active; inconclusive = small, poorly fitted or top-dose-only effect, or effect the other way, or a change in a side signal; inactive = no such curve, though single readings can be large or run the other way; the % refers to the polarisation; note: potency is the fitted concentration of half-maximal effect
#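 Purified MLL-CXXC (added from a 7 uM solution) was preincubated 5 min at ambient with pinned compounds in 50 mM Tris-HCl pH 7.5, 50 mM NaCl, 1 mM DTT, 0.05% BSA. Fluorescein-labeled HOX-A9 DNA (50 nM solution) followed, 30 min, then polarization read.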
# TSHR antagonist: Antagonists of the Thyroid Stimulating Hormone Receptor: HTS campaign; AID 504810, 2011; activity change, negative = inhibition, % at 11.5 µM; TSHR-expressing cells, TSH-stimulated cAMP HTRF, 2 h; stronger effect = lower value; 0.2% of 330,000 active;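 active = activity change below a set negative limit, meaning inhibition stronger than a set level, cut at about -70% in these data; inconclusive = activity change between two set negative limits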; note: % is set by controls: 0 for no effect and ±100 for the full control effect
#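 Cell-based HTRF cAMP assay; TSHR cells + compound, TSH EC80 (4nM final), 2 h, 37 deg C. Lysis with anti-cAMP cryptate and cAMP-d2, 30 min RT, read 665/620 nm.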
# TCR activator: Activators of T cell receptors: qHTS campaign. Potency, µM (titrated, usually from 9.22 µM), for inactives: top-dose activation of IL-2 secretion, usual class: activators. AID 504894, 2011. 330,000 tested, under 10 active. primary human leukocytes, anti-CD3, IL-2 HTRF, 48 h; note: % of control where 0% means no effect
#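 Primary human leukocytes were stimulated with a-CD3 beads plus compounds for 48 hr without co-stimulation; secreted IL-2 was quantified by HTRF using a-IL-2-K (europium cryptate) and a-IL-2-d2, excited at 320nm with acceptor emission read at 665nm.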
# Tb PFK block: qHTS Assay to Find Inhibitors of T. brucei phosphofructokinase | ATP-dependent 6-phosphofructokinase (Trypanosoma brucei brucei), O15648 | T. brucei PFK, ADP-Glo luminescence | Potency, µM (titrated, usually from 57.5 µM), without a hit: top-dose activity, negative = inhibition, actives largely listed as inhibitors | 0.17% of 330,000 active | AID 485367, 2010;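 note: potency is the fitted concentration of half-maximal effect; 0% = uninhibited 1x PFK enzyme wells and -100% = no-enzyme wells; nearly all actives have a fitted effect of over 60% in size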
#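 Compounds were pin-transferred as a titration series up to 57 uM into substrate buffer (0.5 mM F6P, 0.1 mM ATP, pH 8.0), then 1.25 nM PFK was added and reactions ran 45 min before ADP-Glo detection.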
# Giardia killer: Small Molecules that selectively kill Giardia lamblia: qHTS; Giardia lamblia trophozoite viability; activity change, % at 7.66 µM, hits read low; 0.15% of 340,000 active; AID 540267, 2011; in the data active = activity change below about -80%; inconclusive = between about -30% and that limit;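 note: parasites exposed to compound for two days anaerobically before the ATP read; % is set by controls: 0 for no effect and ±100 for the full control effect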
#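 Giardia trophozoites, 100 cells per well, were exposed to compounds for 48 hrs at 37 deg C under anaerobic conditions; viability was then read as ATP content by bioluminescence after 15-30 min at room temperature.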
# hERG WT inh: qHTS for Inhibitors of KCHN2 3.1: Wildtype qHTS | U2OS, BacMam KCNH2, thallium flux FluxOr; stronger effect = lower value | AID 720551, 2013 | activity change, % at 1.84 µM | 0.37% of 340,000 active | Voltage-gated inwardly rectifying potassium channel KCNH2 (Homo sapiens), Q12809;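 active = maximum activity change below -70%; inconclusive = maximum activity change between -70% and -50%; inactive = maximum activity change above -50%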; note: % is set by controls: 0 for no effect and ±100 for the full control effect
# Target sequence (Q12809 whole entry, looked up): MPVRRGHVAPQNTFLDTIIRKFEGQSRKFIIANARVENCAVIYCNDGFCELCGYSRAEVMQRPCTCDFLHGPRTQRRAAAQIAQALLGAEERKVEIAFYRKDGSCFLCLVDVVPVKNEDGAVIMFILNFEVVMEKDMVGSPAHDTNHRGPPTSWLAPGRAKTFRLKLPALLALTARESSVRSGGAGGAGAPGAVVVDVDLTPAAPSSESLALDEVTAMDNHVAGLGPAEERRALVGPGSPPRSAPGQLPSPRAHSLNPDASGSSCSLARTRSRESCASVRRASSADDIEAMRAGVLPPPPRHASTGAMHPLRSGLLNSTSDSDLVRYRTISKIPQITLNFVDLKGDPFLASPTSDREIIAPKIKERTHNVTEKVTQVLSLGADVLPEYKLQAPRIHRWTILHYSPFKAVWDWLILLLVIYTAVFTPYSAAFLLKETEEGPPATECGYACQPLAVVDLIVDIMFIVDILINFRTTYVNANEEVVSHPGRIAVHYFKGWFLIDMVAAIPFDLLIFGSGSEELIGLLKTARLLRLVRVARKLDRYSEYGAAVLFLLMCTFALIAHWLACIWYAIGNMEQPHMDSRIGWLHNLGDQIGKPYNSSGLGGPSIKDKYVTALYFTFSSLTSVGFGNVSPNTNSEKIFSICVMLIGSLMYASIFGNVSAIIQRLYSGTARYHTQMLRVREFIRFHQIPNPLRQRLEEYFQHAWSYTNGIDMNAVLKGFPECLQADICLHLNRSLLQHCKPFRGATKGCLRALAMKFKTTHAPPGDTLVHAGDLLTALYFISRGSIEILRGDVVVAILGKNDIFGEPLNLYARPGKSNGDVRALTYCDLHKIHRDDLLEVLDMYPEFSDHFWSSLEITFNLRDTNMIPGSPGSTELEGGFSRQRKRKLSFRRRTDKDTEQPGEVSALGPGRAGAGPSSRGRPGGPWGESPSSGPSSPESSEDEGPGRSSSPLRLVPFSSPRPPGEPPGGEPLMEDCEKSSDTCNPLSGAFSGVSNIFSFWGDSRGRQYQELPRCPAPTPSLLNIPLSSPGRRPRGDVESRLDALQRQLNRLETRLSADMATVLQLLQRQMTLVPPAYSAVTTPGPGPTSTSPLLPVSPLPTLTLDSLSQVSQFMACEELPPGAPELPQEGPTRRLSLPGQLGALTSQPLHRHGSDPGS
#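 U2OS cells transduced with wild-type KCNH2 virus are loaded with FluxOr dye for 45 min, and thallium flux is measured in kinetic reads before and after stimulation buffer. Rate constants are normalized to DMSO controls.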
# GALK inhibitor: qHTS Assay for Inhibitors of Human Galactokinase (GALK) | AID 1868, 2009 | Potency, µM (doses to about 57.5 µM), without a hit: at the highest dose activity change, negative = inhibition, most hits filed as inhibitors | 0.007% of 270,000 active | Purified GALK, Kinase-Glo residual ATP luminescence; note: potency is the fitted concentration of half-maximal effect; % is set by controls: 0 for no effect and ±100 for the full control effect
#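 GALK at 5 nM final was combined with compound, 35 uM ATP and 100 uM galactose in HEPES pH8.0 with MgCl2 and DTT. The reaction ran one hour at room temperature before luminescent ATP detection.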
# Coupling enz: qHTS Assay for Inhibitors of Fructose-1,6-bisphosphate Aldolase from Giardia Lamblia: Coupling assay counterscreen; coupling enzyme system counterscreen, AmpLite Red fluorescence; activity change, negative = inhibition, % at 58.2 µM, hits read low; 0.67% of 290,000 active; in the data active = activity change below about -30%; note: % is set by controls: 0 for no effect and ±100 for the full control effect
#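 Fluorescence at 525 nm excitation and 598 nm emission measured inhibition of the coupled detection system without aldolase. Compounds (at 57.5 uM final) were preincubated 10 min at room temperature with coupling enzyme reagent before a 20 min substrate/AmpLite Red step.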
# Chronic BCR inh: qHTS Assay to Find Inhibitors of Chronic Active B-Cell Receptor Signaling; ABC-DLBCL IkBa-CBG/CBR reporter, luminescence ratio, 4 h; Potency, µM (series often up to 46.1 µM), without a hit: at the highest dose ratio change, negative = lower green/red ratio, hits mostly inhibitors; 0.05% of 340,000 active; active = well fitted inhibition curve with a large enough effect in the signal ratio, with a control signal flat, not every such curve was filed as active; inconclusive = small, poorly fitted or top-dose-only effect, or effect the other way, or a change in a side signal; the % refers to the signal ratio;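 note: potency is the fitted concentration of half-maximal effect; plate controls were basal doxycycline-induced cells for no effect and cells given 10 µM MG132 for full effect; MG132 reads +100%, hits lower the ratio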
#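 TMD8 human ABC-DLBCL cells with doxycycline-inducible IκBα–green luciferase fusion and unfused red luciferase, in 0.5% FBS medium; compounds up to 46 uM, 4 h at 37C. Green/red luminescence ratio, filter-overlap corrected, fitted to concentration-response curves.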
# AT treatment: qHTS Assay for Identifying a Potential Treatment of Ataxia-Telangiectasia. […] A-T fibroblasts, KAP-1 phosphorylation AlphaLISA; neocarzinostatin DNA damage 30 min before lysis. Potency, µM (highest dose often 57.5 µM), inactives show top-dose activation, usual class: activators. 0.19% of 320,000 active. AID 485349, 2010; note: potency is the fitted concentration of half-maximal effect; % of control where 0% means no effect; nearly all actives have a fitted effect of over 45% in size
#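 hTERT-immortalized A-T patient fibroblasts ([…]), 500 cells/well in OPTI-MEM, 1% FBS, got compounds for 60 min, then NCS for 30 min at 37C. Lysates were then assayed for phospho-KAP-1 by AlphaLISA (anti-pKAP1 donor, anti-KAP1 acceptor beads), 6 hr at 25C.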
# * marks the source's active call; other numbers are inactive results; ? = inconclusive; nt = no result given; [ ] = remark or other dose. Unless noted, calls come from the whole dose curve; as a rule, active = well fitted curve in the direction sought with a large enough effect; inconclusive = small, poorly fitted or top-dose-only effect, or another doubt; inactive = no such curve, though single readings can be large; an effect the other way counts as inactive or inconclusive.
Molecule	CXXC DNA block	TSHR antagonist	TCR activator	Tb PFK block	Giardia killer	hERG WT inh	GALK inhibitor	Coupling enz	Chronic BCR inh	AT treatment
CCOc1ccc(C(C)=O)cc1COC(=O)C1=COCCO1	-11%	26	12%	0%	16	-12	2%	0	?	nt
CCC(=O)Nc1ccc(Cl)c(NC(=O)c2ccc(Br)o2)c1	-4%	2	1%	5%	16	-1	0%	2	-1%	-1%
c1ccc(C2CCC(N3CCC(N4CCCCC4)CC3)CC2)cc1 (stereo not drawn)	-2%	4	nt	-2%	nt	nt	nt	-1	-3%	3%
CC(C)(C)C(=O)Nc1cccc(-c2nc3ccccc3[nH]2)c1	2%	-9	-6%	-1%	-10	1	-2%	-1	?	4%
COc1ccc(-c2ccc(CCC(=O)O)n2CC(C)C)cc1	-8%	-3	nt	6%	0	15	0%	19	?	2%
C=C(C)COc1ccc(-c2nc(N)ncc2Oc2ccccc2OC)c(O)c1	-2%	4	4%	4%	2	-7	-4%	-4	?	4%
Cc1ccc(C(=O)NCCCNCCCN(C)C)cn1	-5%	1	1%	-9%	-7	-16	-6%	0	-16%	3%
COc1ccc(N/N=C(\C#N)C(=N)N2CCOCC2)cc1	-2%	-5	2%	-3%	5	-7	0%	1	?	-3%
O=C1CC(C(=O)NCc2ccccc2)N=C(N2CCCCC2)N1 (stereo not drawn)	2%	4	-4%	14%	5	-10	-1%	3	9%	-1%
CCCCCCCCCCCC(=O)N1CC(=O)NC(=O)C1	-3%	-3	3%	-7%	7	21	1%	1	-26%	7%
CC1(C)CC(=O)/C(=C(\O)CCCN2C(=O)c3ccccc3C2=O)C(=NCCO)C1	0%	0	-4%	3%	-13	-5	8%	2	1%	-4%
Cc1ccc(CN2[C@@H]3c4ccccc4C[C@@H]3OCCS2(=O)=O)cc1	-2%	-4	-4%	-2%	29	1	nt	6	-4%	7%
Cc1ccc(C)c(C(C)NC(=S)NCc2ccc(F)cc2)c1 (stereo not drawn)	-6%	-30	-3%	5%	10	-11	-8%	0	?	3%
CC1CC(C)CN(CCCNC(=O)Cn2ncn3cccc3c2=O)C1 (stereo not drawn)	6%	0	0%	0%	-11	11	-1%	1	?	2%
CCc1ccc(S(=O)(=O)NCCc2cn3ccccc3n2)s1	-9%	-2	3%	0%	5	15	-2%	0	-2%	3%
CCOc1ccc(Nc2oc(-c3cccs3)nc2C#N)cc1	-2%	nt	1%	nt	3	-12	2%	0	nt	nt
COc1ccc(/C=C2\Oc3cc(OC(=O)N4CCOCC4)ccc3C2=O)cc1	1%	4	-1%	1%	6	2	nt	-3	0%	3%
CCc1ccccc1NC(=O)NCCN1CCCCC1	14%	13	9%	1%	15	3	-3%	2	0%	23%
CC1CCCC(C)N1C(=O)c1ccc2c(c1)S(=O)(=O)c1ccccc1C2=O (stereo not drawn)	1%	28	1%	-11%	-2	-4	12%	0	11%	-2%
N/C(=N\OC(=O)C(c1ccccc1)c1ccccc1)c1ccncc1	2%	-2	-11%	-4%	5	2	4%	-1	-3%	-1%
O=C(Nc1ncc(Cc2cccc([N+](=O)[O-])c2)s1)c1ccco1	0%	-5	-2%	-24%	1	-1	-4%	0	-5%	-1%[11.5 µM]
Cc1cc(C)c2nc(-c3ccccn3)cc(C(=O)Nc3ccc(S(=O)(=O)Nc4onc(C)c4C)cc3)c2c1	1%	-8	0%	-13%	9	7	-6%	1	10%	4%
Cc1cc(S(=O)(=O)NCCc2ccccc2)ccc1-n1cnnn1	10%	-3	0%	1%	10	-2	0%	0	1%	2%
Cc1cc(NC(=O)Cn2nc(C(F)(F)F)c3c2CCCC3)no1	12%	-3	6%	-1%	3	1	0%	4	0%	-2%
C/C(=N\NS(=O)(=O)c1ccc(C)c([N+](=O)[O-])c1)c1cc2ccccc2o1	-8%	-8	2%	1%	3	10	0%	10	?	0%
CC1=CC(C)(C)N2C(=O)C(=Nc3ccc(O)cc3)c3cccc1c32	-6%	-5	4%	-10%	-19	-4	2%	-45*	?	-4%
C=CCN1CC(=O)N2C(C)c3[nH]c4ccccc4c3C[C@H]2C1=O (stereo partly drawn)	?	4	-5%	-2%	32[activator]	-3	-2%	-3	?	7%
CCCCOC(=O)c1ccc(NC(=O)C(=O)NCc2cccnc2)cc1	3%	19	-2%	-3%	23	-1	3%	6	6%	0%
Nc1cc(=O)[nH]c(SCC(=O)Nc2ccc(S(=O)(=O)N3CCOCC3)cc2)n1	0%	23	-3%	-1%	-12	-11	0%	4	1%	-3%
COc1ccc(Cl)cc1NC(=O)CN(C)C(=O)c1ccc2n[nH]nc2c1	nt	5	-2%	0%	4	-11	nt	nt	1%	-2%
CCN(CCN(C)C)C(=O)Cn1ncc2c1-c1cc(C)ccc1OC2	-9%	15	1%	-4%	-7	-4	0%	-1	-7%	-31%
COc1ccc(S(=O)(=O)c2ccc(O)cc2)cc1	15%	17	nt	3%	11	33	2%	7	?	nt
Oc1ccc(CN2CCN(c3ccccc3)CC2)c2cccnc12	9%	-5	-3%[46.1 µM]	-2%	4	-7	-5%	-2	-8%	-1%
O=C(NCC(=O)N(CC1CCCO1)C(C(=O)NC1CCCCC1)c1ccccc1)c1cccs1 (stereo not drawn)	0%	7	-1%	0%	-21	3	-1%	4	10%	-3%
CNc1ncnc2sc(-c3ccccc3)cc12	-5%	-30	-1%	-1%	8	0	0%	0	7%	-3%
Cn1nc(C(=O)OCC(=O)Nc2ccc(F)cc2Cl)c2ccccc2c1=O	nt	-4	-4%[46.1 µM]	0%	-11	-10	nt	nt	-1%	8%
NS(=O)(=O)c1ccc(CCNC(=O)CSc2ccc(Cl)cc2)cc1	7%	1	-5%[46.1 µM]	-4%	1	-4	-1%	0	3%	10%
O=C(CS(=O)(=O)Cc1ccccc1)Nc1ccccc1Cl	5%	-5	2%[46.1 µM]	0%	0	2	0%	-3	-3%	2%
COc1ccc(C(=O)COC(=O)CCN2C(=O)[C@@H]3[C@H](C2=O)[C@@H]2C[C@H]3C(Br)C2Br)cc1 (stereo partly drawn)	-6%	13	3%[46.1 µM]	-2%	15	-1	-3%	8	6%	11%
Cc1ccccc1NC(=O)/C(C#N)=C\c1ccsc1	-10%	-6	2%[46.1 µM]	-1%	-4	-15	-1%	4	-18%	-5%
COCCCNC(=O)c1ccc2c(=O)n(Cc3ccc(OC)cc3)c(=O)[nH]c2c1	-3%	-2	-1%	0%	-10	-2	0%	5	-1%	0%
COc1ccc(S(=O)(=O)N2CCN(CCCOc3ccc(F)cc3)CC2)cc1OC	11%	-6	6%	7%	-8	38	0%	1	2%	-1%
CC(=O)Nc1cccc(CCc2nc3ccccc3[nH]2)c1	1%	2	nt	-1%	-9	15	-5%	5	-5%	-3%
CCOc1ccccc1N1CC(C(=O)Nc2ccc(S(=O)(=O)N3CCCCC3)cc2)CC1=O (stereo not drawn)	nt	-7	nt	-1%	5	-10	nt	nt	3%	-3%
CS(=O)(=O)N(CC(=O)Nc1ccc(F)cc1F)C1CCCCC1	-3%	0	-9%	3%	-9	5	nt	0	0%	2%
CCCCCNC(=O)Cc1ccc(S(=O)(=O)N2CCOCC2)s1	nt	10	-2%	1%	-16	28	nt	nt	-1%	0%
CCC(C)[C@H](NC(=O)N1CC(=O)Nc2ccccc21)C(=O)N[C@H](Cc1c[nH]c2ccccc12)C(=O)O (stereo partly drawn)	?	36	1%	-7%	-13	0	nt	-2	?	34%
COCC(C)NC(=O)C(C)Oc1ccccc1 (stereo not drawn)	-1%	4	1%[46.1 µM]	-6%	-1	1	1%	2	0%	6%
O=C(Nc1ccc(NC(=O)c2ccco2)nc1)c1ccccn1	-2%	20	-2%	-6%	-12	12	3%	1	?	2%
CCOC(=O)C1CCN(c2ncnc3c2c(-c2ccccc2)cn3-c2ccccc2)CC1	4%	27	2%	-9%	1	-1	2%	-1	?	16%
CC(C)NC(=S)NN=C1CCCCCCCCCCC1	-5%	-2	-7%	-1%	21	7	7%	2	?	4%
CCOC(=O)c1cc(NC(=O)OC)c(C)nc1C	3%	2	14%	10%	6	-1	0%	-1	5%	5%
